IMPase Li cell: cell-permeable IMPase inhibitors with lithium potentiation; Potency, µM (highest dose often 59.4 µM), inactives show at the highest dose activity, negative = IMPase inhibition, hits mostly inhibitors; hit rate 0.35% among 210,000; CHO-M1 cells, IP1 TR-FRET (IP-One), carbachol + lithium;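 also: IP1 builds up when IMPase is blocked and the TR-FRET signal falls; potency is read from the fitted curve at half-maximal effect; plate controls were basal vehicle for no effect and high inhibitor control for full effect; nearly all actives have a fitted effect of over 50% in size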
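Lithium-sensitised IP1 accumulation assay; M1-expressing CHO cells treated 30 min at 37C with compound. Competitive antibody detection by time-resolved FRET followed a 10 min room-temperature lysis step.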
SMN2 splice up: SMN2 splice variant enhancement; HEK293 SMN2-luciferase splicing reporter, luminescence, 30-36 h; Potency, µM (highest dose often 46.1 µM), for the others: at the top dose activity change, positive = activation, usual class: activators; hit rate 2.8% among 210,000; AID 1458; also: potency is read from the fitted curve at half-maximal effect; % of control where 0% means no effect; nearly all actives have a fitted effect of over 55% in size
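HEK293 cells carry an SMN2 […]–luciferase reporter in which exon 7 inclusion puts luciferase in frame. Cells were plated 10-12 h before compound addition, then incubated 30-36 h at 37C. ONE-Glo luminescence was read; sodium butyrate at 4.5 mM final served as control.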
CBFb-RUNX1 inh: inhibitors of human CBF-beta and RUNX1 interaction; Q01196+Q13951; AlphaScreen CBFb-His/RUNX1-biotin binding, biochemical; Potency, µM (highest dose often 59.8 µM), inactives show at the top dose activity, negative = inhibition, usual class: inhibitors; 230,000 tested, under 10 active; AID 1477; also: % of control where 0% means no effect
Target sequence (Q01196 whole entry, looked up): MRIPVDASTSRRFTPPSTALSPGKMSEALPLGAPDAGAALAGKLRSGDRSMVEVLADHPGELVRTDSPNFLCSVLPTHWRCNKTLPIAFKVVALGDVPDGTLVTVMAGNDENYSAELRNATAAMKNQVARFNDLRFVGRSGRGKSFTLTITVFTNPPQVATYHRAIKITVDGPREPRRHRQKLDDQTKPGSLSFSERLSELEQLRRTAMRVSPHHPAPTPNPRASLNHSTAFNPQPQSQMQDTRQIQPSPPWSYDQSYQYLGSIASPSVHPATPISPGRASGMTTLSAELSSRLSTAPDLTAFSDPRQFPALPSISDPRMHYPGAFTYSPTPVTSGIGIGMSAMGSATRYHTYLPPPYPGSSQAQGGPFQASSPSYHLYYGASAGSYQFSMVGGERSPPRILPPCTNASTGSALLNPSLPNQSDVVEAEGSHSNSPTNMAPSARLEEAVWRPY
Target sequence (Q13951 whole entry, looked up): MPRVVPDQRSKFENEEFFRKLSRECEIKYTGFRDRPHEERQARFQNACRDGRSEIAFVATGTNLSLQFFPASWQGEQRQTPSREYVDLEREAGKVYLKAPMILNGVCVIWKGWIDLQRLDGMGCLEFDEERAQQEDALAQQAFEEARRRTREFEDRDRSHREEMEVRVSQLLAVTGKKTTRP
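Room-temperature protein-protein interaction test with 30 nM each of His-tagged CBF-beta and biotinylated RUNX1, 15 min with compound, then 90 min with nickel plus streptavidin beads. Signal read in AlphaScreen mode.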
Lamin A splicing: LMNA splicing modulation; Potency, µM (highest dose often 46.1 µM), inactives show at the top dose ratio change, negative = inhibition, most hits filed as inhibitors; hit rate 0.01% among 200,000; HeLa LMNA splicing GFP/RFP minigene ratio, 48 h; active = well fitted inhibition curve with a large enough effect in the signal ratio, with a control signal flat, not every such curve was filed as active; inconclusive = small, poorly fitted or top-dose-only effect, or effect the other way, or a change in a side signal; the % refers to the signal ratio; also: potency is read from the fitted curve at half-maximal effect; % is scaled to controls: 0 for no effect and ±100 for the full control effect
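S3 HeLa stable clones carrying a lamin A-EGFP splicing minigene plus DsRed2 were seeded at 600 cells/well in Opti-MEM with 2% FBS, pin-dosed and incubated 48 h at 37°C. Acumen cytometry (488 nm) gave the GFP/RFP total-intensity ratio.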
HTT cytoprotect: Huntington cell model cytoprotection by ATP luminescence; AID 1471; Potency, µM (doses to about 56.4 µM), inactives show cytoprotection (ATP increase), actives largely listed as activators; hit rate 0.14% among 230,000; PC12 HTT-Q103 induced, cytoprotection, ATP luminescence, 40 h;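 also: potency is read from the fitted curve at half-maximal effect; % of control where 0% means no effect; nearly all actives have a fitted effect of over 45% in size; toxic huntingtin expression switched on by the ecdysone agonist tebufenozide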
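Readout: ATPlite luminescence (ATP level). Model: stable PC12, inducible Htt exon1 Q103-GFP. Inducer: tebufenozide, 100 nM final. Compounds: dose series. No G418 in medium.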
Luc counter: counter-screen: inhibitors of Kinase-Glo firefly luciferase | Q27757 | Kinase-Glo luciferase, ATP luminescence, 8 min | Potency, µM (doses to about 38.3 µM), without a hit: at the top dose activity change, negative = inhibition, most hits filed as inhibitors | hit rate 0.28% among 200,000 | AID 1379; also: potency is read from the fitted curve at half-maximal effect; % is scaled to controls: 0 for no effect and ±100 for the full control effect; nearly all actives have a fitted effect of over 60% in size
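Substrate mix (final 50 mM imidazole pH 7.2, 50 mM KCl, 7 mM MgCl2, 10 uM ATP, 0.01% Tween 20, 0.05% BSA) plus pin-tool compound, then Kinase-Glo detection mix; 8 min ambient, luminescence read.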
HttQ103 aggreg: mutant huntingtin aggregation inhibition. PC12 HttQ103-GFP aggregates, Acumen cytometry, 40 h. Potency, µM (doses to about 46.1 µM), inactives show at the top dose activity change, negative = inhibition, most hits filed as inhibitors. hit rate 1.1% among 220,000. AID 1688; also: potency is read from the fitted curve at half-maximal effect; % is scaled to controls: 0 for no effect and ±100 for the full control effect; nearly all actives have a fitted effect of over 60% in size
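Quantitative HTS on tebufenozide-induced (100 nM) PC12 cells stably expressing polyQ103 Huntingtin exon 1–GFP. Reduction of bright GFP aggregates, detected by laser scanning cytometry after lysis, identified actives across the titration.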
An asterisk follows results filed as active; u = inconclusive; x = no result given; [ ] = another dose, or the depositor's remark. Unless noted, calls follow the shape of the dose curve; as a rule, active = well fitted curve in the direction sought with a large enough effect; inconclusive = small, poorly fitted or top-dose-only effect, or another doubt; inactive = no such curve, though single readings can be large; an effect the other way counts as inactive or inconclusive. Rows were taken by chance; overall some 4% were active at least once.

Screens by letter – A = IMPase Li cell; B = SMN2 splice up; C = CBFb-RUNX1 inh; D = Lamin A splicing; E = HTT cytoprotect; F = Luc counter; G = HttQ103 aggreg
O=C(Nc1nnc(N2CCCCCC2)s1)c1cc(-c2ccc(Br)cc2)on1
  A = 9%	B = -34%[inhibitor]	C = 3%	D = -8%	E = 10%[10 µM]	F = 2%	G = -4%

CCOC(=O)c1nn(-c2ccccc2)c(=O)cc1SC1CCCCC1
  A = 8%	B = -15%	C = 1%	D = 2%[46 µM]	E = -48%[inhibitor][1.9 µM]	F = -2%	G = 1%[9.22 µM]

CCCCNCc1cccn1-c1ccccc1
  A = 6%	B = -6%	C = 9%	D = 3%	E = 38%[1.9 µM]	F = -1%	G = -6%

CCOC(=O)C1=C(C)N=C2SCCC(=O)N2[C@@H]1c1cccs1
  A = x	B = x	C = 0%	D = x	E = 18%[10 µM]	F = x	G = -1%[9.22 µM]

O=C(NC(NC(=S)Nc1ccccc1C(=O)O)C(Cl)(Cl)Cl)c1ccco1 (configuration not stated)
  A = -4%	B = -7%[1.84 µM]	C = 2%	D = -9%	E = 10%[10 µM]	F = 1%	G = 2%

O=C(Cc1c(O)c2ccccc2[nH]c1=O)NC1CCCCCCC1
  A = -4%[38.3 µM]	B = 1%	C = -2%	D = -2%	E = -15%[0.074 µM]	F = 0%	G = -9%

O=C(O)c1cn(Cc2cccnc2)c(=O)c2ccccc12
  A = -5%	B = 0%	C = -13%	D = 13%[46 µM]	E = -28%	F = 2%	G = 9%

C=C(C)C(=O)Nc1nnc(-c2ccccc2C)s1
  A = 22%	B = x	C = 6%	D = x	E = -32%[10 µM]	F = -2%	G = -8%[9.22 µM]

O=C1c2cccc3cccc(c23)C(=O)N1CCN1CCN(C(=S)Nc2ccccc2)CC1
  A = -4%	B = 9%	C = 2%	D = 3%	E = 34%[1.9 µM]	F = 1%	G = 23%

Cc1ncc([N+](=O)[O-])n1Cc1cccc2ccccc12
  A = -5%	B = -16%	C = -3%	D = u	E = 5%[10 µM]	F = 9%	G = 6%

COC(=O)[C@H](Cc1ccccc1)NC(=O)NCc1ccc(C)cc1
  A = x	B = x	C = 5%	D = x	E = 9%[10 µM]	F = x	G = 11%[9.22 µM]

CC(C)c1ccc(OCc2ccc(C(=O)O)o2)cc1
  A = x	B = x	C = -6%	D = -16%[46 µM]	E = 7%[10 µM]	F = x	G = -16%[9.22 µM]

Cc1noc(C)c1C(=O)Nc1ccc(F)cc1
  A = -3%	B = 4%	C = 5%	D = 20%[46 µM]	E = -5%	F = -3%	G = -3%

Cc1cccc(C(=O)NC(=S)Nc2ccc(S(=O)(=O)N(C)c3ccccc3)cc2)c1
  A = 23%[38.3 µM]	B = -35%[inhibitor]	C = -10%	D = u	E = 11%	F = -1%	G = -12%

Cc1nc2ccccn2c1C(=O)NN=C1CCCC1
  A = 5%	B = 0%	C = -1%	D = u	E = 13%[10 µM]	F = -1%	G = -1%

Cc1cc(=O)[nH]c(SCc2cc(=O)n3nc(C)sc3n2)n1
  A = -11%[38.3 µM]	B = -11%	C = -3%	D = -2%	E = 6%	F = 2%	G = 3%

Cc1cc(C)n(C(C)n2nc(C)cc2C)n1
  A = 2%	B = 14%	C = 3%	D = -15%	E = 3%[10 µM]	F = 5%	G = 5%

CCOCCCNC(=O)C(NC(=O)c1ccc2c(c1)OCO2)c1ccc(Cl)cc1 (configuration not stated)
  A = 3%	B = 11%	C = -2%	D = x	E = x	F = -1%	G = 14%

O=C(NCc1ccco1)c1ccc(CNc2c(N3CCCCC3)c(=O)c2=O)cc1
  A = 8%	B = 15%	C = 2%[2.36 µM]	D = -4%	E = x	F = 3%	G = -2%

COC(=O)C(C(=O)OC)C(C)C(C(=O)OC)C(=O)OC
  A = 7%[38.3 µM]	B = 5%	C = 0%	D = 11%	E = -1%[10 µM]	F = -2%	G = 7%

Cc1cc(C)c(S(=O)(=O)c2c(C)cccc2C)c(Cl)n1
  A = 12%[38.3 µM]	B = -25%	C = 1%	D = 7%	E = -8%	F = 1%	G = -15%

CN1CC(=O)N(CC(=O)Nc2cc(Cl)cc(Cl)c2)C1=O
  A = 2%	B = 5%	C = -2%	D = u	E = -11%	F = -1%	G = 8%

COc1ccc(/C=N/NC(=O)c2cccnc2)cc1CN1CCOCC1
  A = x	B = x	C = -5%	D = x	E = 15%[10 µM]	F = x	G = 6%[9.22 µM]

CC1(C)CC(N2CCN(c3ccccc3)CC2)=CC(=[N+]2CCCC2)C1
  A = x	B = x	C = -5%	D = u	E = -36%[inhibitor][10 µM]	F = x	G = 4µM*

NC(=NCCc1ccc(Cl)cc1)NS(=O)(=O)c1ccc(F)cc1
  A = -2%	B = -27%	C = 15%	D = u	E = -17%[10 µM]	F = -2%	G = -1%

COc1cc(CNn2cn[nH]c2=S)cc(Br)c1OCc1ccccc1F
  A = 7%	B = -8%	C = -4%	D = x	E = 27%	F = -1%	G = -19%

O=C(CN1CCN(Cc2ccccc2)C1=O)NCc1ccc(Cl)cc1
  A = 21%[38.3 µM]	B = -18%	C = 5%	D = 4%	E = u	F = 21%	G = -1%

CCCc1[nH]n(-c2nc3ccccc3s2)c(=O)c1C=NCCN1CCOCC1
  A = 18%[38.3 µM]	B = 41%	C = 6%	D = 5%	E = -19%[10 µM]	F = 0%	G = u

O=C1CN(C(=O)COC(=O)C2CC(=O)N(Cc3ccco3)C2)c2ccccc2N1 (configuration not stated)
  A = -14%[38.3 µM]	B = -4%	C = 8%	D = -1%	E = -23%	F = -2%	G = 2%

COC(=O)[C@@]1(Cc2ccc(F)cc2)[C@H]2c3cc(C(=O)N4CCCC4)n(CCc4c[nH]c5cc(F)ccc45)c3C[C@H]2CN1C(=O)c1ccccc1
  A = 0%	B = -10%	C = 7%	D = x	E = 12%	F = -4%	G = x

CC(Oc1ccc(Cl)cc1)C(=O)Nc1sccc1C(N)=O (configuration not stated)
  A = 0%	B = -30%[inhibitor]	C = 0%	D = x	E = -48%[inhibitor]	F = 0%	G = -19%

O=C(COC(=O)CNC(=O)C1CCCCC1)Nc1ccc(Cl)cc1F
  A = 3%	B = 5%	C = 5%	D = 4%[46 µM]	E = 4%[10 µM]	F = 1%	G = 14%

CN1CCN(C(=O)C(N)Cc2ccccc2)CC1 (configuration not stated)
  A = 9%	B = 3%	C = 0%	D = u	E = 7%[10 µM]	F = 3%	G = 15%

c1ccc(-c2ccccc2-c2nc(-c3cccnc3)no2)cc1
  A = 31%[38.3 µM]	B = -6%	C = 9%	D = -10%	E = -3%	F = 2%	G = 14%

N#CCC(=O)N/N=C/c1ccc(Sc2nc3ccccc3s2)o1
  A = 7%[38.3 µM]	B = -8%	C = -5%	D = 8%	E = -16%	F = 1%	G = 18%

Cc1cc(N2CCN(C(=O)c3ccco3)CC2)c2ccccc2n1
  A = x	B = x	C = 6%	D = x	E = 5%[10 µM]	F = x	G = -5%[9.22 µM]

Cc1c(CCO)c(=O)[nH]n1C(=O)c1c(F)cccc1F
  A = 5%	B = -14%	C = 1%	D = u	E = -2%[10 µM]	F = 1%	G = 3%

COCCn1c(=O)c(C)nc2cnc(N3CCN(C)CC3)nc21
  A = -8%	B = x	C = x	D = 7%	E = u	F = x	G = x

O=C(c1cnn2c(C(F)F)cc(-c3ccccc3)nc12)N1CCSCC1
  A = 2%	B = 6%	C = -2%	D = -9%	E = 20%[10 µM]	F = 0%	G = -21%

COc1cc(/C=C/C(C)=O)cc(OC)c1OC
  A = 18%[38.3 µM]	B = -5%	C = -4%	D = -11%	E = 30%	F = 21%	G = u

O=C(Nc1ccc2sccc2c1)c1cccc(N2C(=O)CCC2=O)c1
  A = 5%	B = 19%	C = -2%	D = x	E = -30%[10 µM]	F = 0%	G = -4%

Cc1ccc(C(=O)c2cccc(N)c2)cc1C
  A = 1%	B = 11%	C = 4%	D = u	E = u	F = -3%	G = 5%

O=C(Nc1nncs1)C1COc2ccccc2O1 (configuration not stated)
  A = 31%[38.3 µM]	B = u	C = 6%	D = 0%	E = -12%[0.074 µM]	F = -5%	G = -8%

CC(=O)Nc1ccc(C2Nc3ccccc3C(=O)N2C2CCCCC2)cc1 (configuration not stated)
  A = -5%[38.3 µM]	B = -5%	C = 4%	D = 15%	E = -12%	F = -3%	G = 15%

CCC1CCC(C(=O)NC(C(=O)Nc2ccc3c(c2)OCCO3)C(C)C)CC1 (configuration not stated)
  A = -2%[38.3 µM]	B = 11%	C = 1%	D = 0%	E = -2%	F = -2%	G = 4%

Cc1ccc(S(=O)(=O)N2CCN(C(=O)N3CCOCC3)C2C)cc1 (configuration not stated)
  A = 4%	B = -4%	C = 7%	D = 0%	E = 27%[10 µM]	F = -1%	G = -2%

O=C1NNC(c2ccccc2)=N/C1=C\c1ccccc1Cl
  A = x	B = x	C = -21%	D = x	E = 35%[10 µM]	F = x	G = 12%[9.22 µM]

Cc1ccc2oc(=O)cc(CN3CCC(C)CC3)c2c1
  A = 4%[38.3 µM]	B = 1%	C = 6%	D = 10%	E = -9%	F = -2%	G = -4%

CCOC(=O)CN(C(=O)COc1nc(-c2ccccc2)cc(C)c1C#N)c1ccc(C)cc1
  A = x	B = x	C = 1%	D = x	E = 7%[10 µM]	F = x	G = -8%[9.22 µM]

Four of the compounds above, as comma-separated lines:
canonical_smiles,IMPase Li cell,SMN2 splice up,CBFb-RUNX1 inh,Lamin A splicing,HTT cytoprotect,Luc counter,HttQ103 aggreg
Cc1ccc2oc(=O)cc(CN3CCC(C)CC3)c2c1,4%[38.3 µM],1%,6%,10%,-9%,-2%,-4%
CCOC(=O)CN(C(=O)COc1nc(-c2ccccc2)cc(C)c1C#N)c1ccc(C)cc1,x,x,1%,x,7%[10 µM],x,-8%[9.22 µM]
O=C1NNC(c2ccccc2)=N/C1=C\c1ccccc1Cl,x,x,-21%,x,35%[10 µM],x,12%[9.22 µM]
Cc1ccc(S(=O)(=O)N2CCN(C(=O)N3CCOCC3)C2C)cc1 (configuration not stated),4%,-4%,7%,0%,27%[10 µM],-1%,-2%

From PubChem BioAssay
